All columns: NCI-60 one-dose screen, growth in % after 48 h at 10 µM unless noted; 100 = growth as untreated, 0 = no growth, -100 = all killed.
NCI-H226 = NCI-H226 lung cancer | actives 3.5% (n = 79,000)
NCI-H460 = NCI-H460 lung cancer; actives 6.8% (n = 82,000); AID 1794736
COLO 205 = COLO 205 colon cancer. actives 7.3% (n = 79,000). AID 1794742
NCI-H322M = NCI-H322M lung cancer. actives 2.7% (n = 80,000). AID 1794733
SK-OV-3 = SK-OV-3 ovarian cancer cells | actives 3.2% (n = 80,000)
NCI-H23 = NCI-H23 lung cancer; actives 4% (n = 80,000)
IGROV1 = IGROV1 ovarian cancer. actives 4.7% (n = 79,000)
NCI-H522 = NCI-H522 lung cancer; actives 8% (n = 78,000); AID 1794739
NCI/ADR-RES = NCI/ADR-RES ovarian cells | actives 4.4% (n = 81,000)
Starred values were filed as active, the others as inactive; x = no result given; & = joins results of further samples; [ ] = dose if it differs, or a comment. How the source made its calls: active means growth percent below 10; inactive means the rest. This is a random part of the collection; overall some 11% were active at least once.

SMILES	NCI-H226	NCI-H460	COLO 205	NCI-H322M	SK-OV-3	NCI-H23	IGROV1	NCI-H522	NCI/ADR-RES
COc1cc(-c2nc(C(=O)Nc3cccc(F)c3F)nn2-c2ccc(F)c(F)c2)cc(OC)c1OC	71	87	76	84	54	80	68	53	72
C[C@@H]1CC[C@]2(C)[C@H](CC[C@@H]3O[C@@]32C)[C@@]1(C=O)CCc1ccoc1	x	102	x	105	x	107	106	97	110
CC(=O)c1cccc(Br)c1	87	104	116	130	102	105	133	95	107
N#C/C(=C\c1ccc(Cl)cc1Cl)C(=O)NNc1nc2ccccc2[nH]c1=O	86	100	101	80	99	87	82	80	92
CCCCCCCCCCCC(=O)N1CCN(C(=O)CCCCCCCCCCC)CC1	87	105	109	101	100	100	98	79	101
Cc1cccc(C)c1-n1c(SCCc2c[nH]c3ccccc23)nnc1-c1ccncc1	63	63	80	88	115	81	90	85	41
Clc1ccc(Nc2nc(C3CC3)cs2)cc1	x	100	114	100	96	94	99	78	103
NNC(=O)c1nnsc1-c1csnn1	113	120	95	114	98	105	122	118	113
OCCNCc1ccccc1	99	93	115	101	97	91	107	89	101
COc1cc(-c2nc3ccc(C)cc3n2CC(=O)NNC(=O)c2ccncc2)cc(OC)c1OC	94	102	121	98	107	102	94	85	98
Cc1nc([C@H]2CC[C@H]3[C@@H]4CCC5=CC(=O)CC[C@]5(C)[C@H]4CC[C@]23C)cs1	77	41	98	116	85	50	109	22	44
COc1ccc(-c2ccc(C)n2-c2ccc(OC)cc2)cc1	89	80	85	73	91	77	63	x	87
O=c1sn(-c2cccc3ccccc23)c(=O)n1Cc1ccccc1	97	101	90	102	83	100	98	74	107
Cc1nc2cc(-n3c(-c4ccc(F)cc4)nc4ccccc4c3=O)ccc2n1Cc1ccccc1	3.6*	-39*	4.2*	38	59	42	x	44	6.1*
Cc1nc2ccccc2c(=O)n1-c1nc2ccccc2o1	71	78	91	84	71	88	81	65	76
COc1ccc(-n2c(SCc3nnc(NC(=O)c4ccccc4)s3)nc3cc(OC)c(OC)cc3c2=O)cc1	98	97	104	96	103	101	93	95	98
CCOC(=O)c1cc(C(=O)c2ccc(Br)cc2)n2ccccc12	90	103	105	x	82	89	92	75	92
CC1(C)CC(=O)c2c(nn(-c3ccccc3)c2-c2cn(-c3ccccc3)nc2-c2cccnc2)C1	94	99	101	98	90	95	84	82	101
O=C(O)/C=C/C(=O)Nc1ccccc1Cl	95	104	106	96	98	102	106	x	101
Cc1c(C(C)(C)O)cn2ncnc(Oc3ccc(NC(=O)Nc4ccc(Cl)c(C(F)(F)F)c4)cc3)c12	65	13	46	57	84	24	38	12	64

Taken from above.
Result for OCCNCc1ccccc1 in NCI-H322M: 101
Result for COc1cc(-c2nc(C(=O)Nc3cccc(F)c3F)nn2-c2ccc(F)c(F)c2)cc(OC)c1OC in SK-OV-3: 54

Later entries
SMILES	NCI-H226	NCI-H460	COLO 205	NCI-H322M	SK-OV-3	NCI-H23	IGROV1	NCI-H522	NCI/ADR-RES
CCCCCN(C(=O)CCl)c1ccccc1	93	101	105	101	105	90	114	100	102
CCOC(=O)C(C(=O)OCC)C(c1ccccc1)S(=O)(=O)O (centres undefined)	110	108	116	101	121	99	x	101	105
CCCCCCCCc1ccc(C(=O)Nc2ccc(C)cc2C(=O)O)cc1OC	92	101	117	93	100	102	100	96	96
CCOC(=O)C(Cc1ccccc1)(c1ccccc1)c1ccccc1	84	96	101	94	99	75	80	83	102
O=C(Nc1ccc(-c2nc3ccccc3c(=O)[nH]2)cc1)c1cc2ccccc2[nH]1	72	86	105	76	77	79	70	82	106
Cc1cccc2c3c(sc12)C(c1ccc(F)cc1)C(C#N)=C(N)O3 (centres undefined)	26	3.1*	-37*	46	61	21	21	14	12
OCC1OC(n2cnc3c(N4CCCCC4)ncnc32)C(O)C1O (centres undefined)	105	105	106	117	103	99	122	98	98
COc1ccc(CCC2COCC2C2CC2)cc1 (centres undefined)	89	125	125	101	102	100	95	88	95
Cn1c(=O)c2[nH]c(SCCN3CCCCC3)nc2n(C)c1=S	116	108	99	117	91	101	127	98	105
Nc1c(C(=O)Nc2ccccc2C(F)(F)F)sc2nc3c(cc12)CCCC3	85	74	95	106	102	102	104	83	92
COc1ccc2[nH]c(O)c(N=NC(=O)c3oc4ccccc4c3CN3CCN(c4ccccc4)CC3)c2c1	x	100	120	100	x	103	105	93	104
CCN(CC)CCNc1ccc(OC)c2cccnc12	105	86	97	91	100	80	106	83	92
O=C1CNC(=O)N1c1ccccc1	88	106&102	97&94	108&103	89&82	104&100	101&108	83&89	103&93
N#Cc1c(-c2ccccc2)nc(SCCC(=O)N2CCOCC2)[nH]c1=O	99	103	107	120	98	99	109	82	105
CC1(C)C(=O)N2C(=O)CC(=O)N2C1=O	108	117	123	103	103	97	104	109	103
NS(=O)(=O)c1ccc(-n2cc(CN3CCN(C4CCCCC4)CC3)nn2)cc1	103	108	110	100	106	114	100	95	110
C#CCOc1ccc(/C=N/Nc2nc(-c3ccc(C)cc3)cs2)cc1	78	96	108	103	109	94	112	86	106
NS(=O)(=O)c1ccc(N2C(=O)c3ccc4c5c(ccc(c35)C2=O)C(=O)N(c2ccc(S(N)(=O)=O)cc2)C4=O)cc1	100	103	109	105	96	102	107	99	99
O=C(O)c1cc2ccccc2n1O	96	101	103	96	96	101	89	92	94
COc1cc2c(c(OC)c1OC)CCC(c1cccc(NC(=O)c3ccccc3Br)c1)O2 (centres undefined)	85	102	107	94	95	95	91	79	93

A stretch taken from the entries so far, for reference:
SMILES	NCI-H226	NCI-H460	COLO 205	NCI-H322M	SK-OV-3	NCI-H23	IGROV1	NCI-H522	NCI/ADR-RES
N#Cc1c(-c2ccccc2)nc(SCCC(=O)N2CCOCC2)[nH]c1=O	99	103	107	120	98	99	109	82	105
CC1(C)C(=O)N2C(=O)CC(=O)N2C1=O	108	117	123	103	103	97	104	109	103
NS(=O)(=O)c1ccc(-n2cc(CN3CCN(C4CCCCC4)CC3)nn2)cc1	103	108	110	100	106	114	100	95	110
C#CCOc1ccc(/C=N/Nc2nc(-c3ccc(C)cc3)cs2)cc1	78	96	108	103	109	94	112	86	106

Following part.
SMILES	NCI-H226	NCI-H460	COLO 205	NCI-H322M	SK-OV-3	NCI-H23	IGROV1	NCI-H522	NCI/ADR-RES
Cc1nc2ccccc2c(/C=C/c2ccc(F)cc2)c1C(=O)/C=C/c1ccccc1	51	-42*	11	38	56	21	14	5.8*	2.6*
CCN(CC)c1ccc(C)cc1	111	105	115	119	108	107	104	97	105
CC(=O)N(C)c1ccc(N=Nc2ccc3ncccc3c2)cc1	89	104	115	107	127	95	131	96	96
COc1ccc(-c2nnc(CNc3ccc(Cl)cc3)o2)cc1OC	83	97	97	95	81	99	92	76	93
Clc1nc(Cl)c2ncn(CC3(Cn4cnc5c(Cl)nc(Cl)nc54)COC3)c2n1	-81*	-66*	-77*	-100*	-100*	-70*	-93*	-89*	-57*
O=C(O)/C=C/C(=O)O	98&105	106&110	116&117	100&108	105&103	102	110&115	98&93	111&103
Nc1nc(N(Cc2ccccc2)c2ccccc2)c2cn[nH]c2n1	98	76	59	94	96	82	81	90	60
Cc1nc([P+](c2ccccc2)(c2ccccc2)c2ccccc2)c(Sc2sc(-c3ccccc3)nc2[P+](c2ccccc2)(c2ccccc2)c2ccccc2)o1	48	3.4*	-43*	28	-12*	3.8*	10	3.5*	75
O=C(CCCC(=O)N/N=C/C=C/c1ccccc1)N/N=C/C=C\c1ccccc1	93	105	108	88	100	93	95	82	94
N#Cc1cnc2c(C#N)c(Nc3ccccc3)nn2c1-c1ccccc1	103	101	104	97	102	x	102	86	106
CC(C)CCSc1nc(Nc2ccc(S(N)(=O)=O)cc2)c(C#N)c(-c2ccc(F)cc2)n1	89	47	108	86	137	x	81	86	62
COc1ccc(C(=O)Cn2c(C(=O)c3ccc(OC)cc3)nc3ccccc32)cc1	37	11	39	77	67	51	27	-28*	-24*
NC(=S)NNC(=O)c1cnc2n(c1=O)CCCCC2	93	111	117	106	113	102	106	96	106
Cc1ccc(-c2nn(-c3ccccc3)cc2/C=C/C(=O)O)cc1	77	95	109	92	92	93	85	78	101
Cc1cc(C(C)(C)C)cc(CNC(C)(C)C)c1O	89	99	117	109	100	98	91	108	105
CCOc1ccc(-c2[nH]nc3c2C(c2cccs2)C(C#N)=C(N)O3)cc1OC (centres undefined)	97	108	122	100	105	90	103	85	98
COc1cc(NC(C)CCCNC(=O)CCC(=O)NCCCNCCCCCCNCCCNC(=O)CCC(=O)NCCCC(C)Nc2cc(OC)cc3cccnc23)c2ncccc2c1 (centres undefined)	85	101	53	70	120	77	96	76	96
C[n+]1ccccc1C(O)C(O)c1cccc[n+]1C (centres undefined)	95	113	x	94	103	102	97	91	107
Cc1nn(-c2nc3ccccc3[nH]2)c2c1C(c1ccc(OCc3ccccc3Cl)cc1)CC(=O)N2 (centres undefined)	96	90	98	87	87	86	89	57	95
OC(CC(O)c1ccccc1)c1ccccc1 (centres undefined)	111	109	112	103	104	100	98	108	97

Molecules from the list above that contain fluorine, in the order listed:
SMILES	NCI-H226	NCI-H460	COLO 205	NCI-H322M	SK-OV-3	NCI-H23	IGROV1	NCI-H522	NCI/ADR-RES
COc1cc(-c2nc(C(=O)Nc3cccc(F)c3F)nn2-c2ccc(F)c(F)c2)cc(OC)c1OC	71	87	76	84	54	80	68	53	72
Cc1nc2cc(-n3c(-c4ccc(F)cc4)nc4ccccc4c3=O)ccc2n1Cc1ccccc1	3.6*	-39*	4.2*	38	59	42	x	44	6.1*
Cc1c(C(C)(C)O)cn2ncnc(Oc3ccc(NC(=O)Nc4ccc(Cl)c(C(F)(F)F)c4)cc3)c12	65	13	46	57	84	24	38	12	64
Cc1cccc2c3c(sc12)C(c1ccc(F)cc1)C(C#N)=C(N)O3 (centres undefined)	26	3.1*	-37*	46	61	21	21	14	12
Nc1c(C(=O)Nc2ccccc2C(F)(F)F)sc2nc3c(cc12)CCCC3	85	74	95	106	102	102	104	83	92
Cc1nc2ccccc2c(/C=C/c2ccc(F)cc2)c1C(=O)/C=C/c1ccccc1	51	-42*	11	38	56	21	14	5.8*	2.6*
CC(C)CCSc1nc(Nc2ccc(S(N)(=O)=O)cc2)c(C#N)c(-c2ccc(F)cc2)n1	89	47	108	86	137	x	81	86	62

(further entries)
SMILES	NCI-H226	NCI-H460	COLO 205	NCI-H322M	SK-OV-3	NCI-H23	IGROV1	NCI-H522	NCI/ADR-RES
COc1cc2c(cc1OC)C1(NCC2)C(=O)NC2C=CC(Cl)=CC21 (centres undefined)	91	98	115	105	81	90	91	95	96
CC(=O)Nc1ccc(C(=O)N2C(=N)C(C#N)=C(O)/C2=C\c2ccc(Cl)c(Cl)c2)cc1	84	109	111	96	83	92	90	95	99
CC(=O)/C=C/c1ccc(OCc2ccc(C(C)(C)C)cc2)cc1	78	84	79	19[100 µM]	78	52	99	76	81
NC(N)=N/N=C/CO	99	104	x	100	102	103	108	106	95
CC(C)(C)c1ccc(S(=O)(=O)Oc2ccc(NC(=O)c3ccc(Cl)cc3)cc2)cc1	88	92	125	94	99	81	102	70	87
COc1nccc2cc3c(=O)n4c(cc5ccncc54)c(=O)n3c12	x	109	109	90	94	99	89	95	103
N#CC(C(=O)/C(=N/Nc1nc(=S)[nH]n1N)C(C#N)c1ccccc1)c1ccccc1 (centres undefined)	106	106	97	114	89	103	115	83	102
CCCCCCCCCCCC(=O)OC(C)C(=O)Nc1ccccc1 (centres undefined)	103	104	102	95	98	99	103	x	100
CC(O)CCc1ccco1 (centres undefined)	121	115	100	101	98	98	92	96	99
CCCC(=O)Oc1cc(C)ccc1C(C)(C)C	109	103	103	108	107	96	109	104	105
Cc1ccc(Cn2c(-c3cccc(NS(C)(=O)=O)c3)nc3ccccc32)cc1	89&85	101&94	129&108	97&92	148&89	97&84	91&83	78&63	93&91

Screening results as filed in PubChem BioAssay.
